# GlmU inhibition = inhibition of mycobacterial GlmU enzyme – biochemical, glucosamine-1-phosphate acetyltransferase (AID 1376); one-dose inhibition, %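 (tested at 30 µM in the primary screen)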; IC50 in µM for titrated hits; M. tuberculosis GlmU acetyltransferase enzyme assay; higher % means a stronger effect; hit rate 0.25% among 220,000; in the data active means inhibition above about 13%;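 further: 0% = complete reaction with vehicle and 100% = reaction without substrate; strong numbers were not always called active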
# RmlCD inh 1536 = M. tuberculosis RmlC/RmlD coupled enzyme inhibitors, primary screen, biochemical, compound mixtures, 384-well, from 1536-well plates; RmlC+RmlD coupled enzyme assay, percent inhibition; primary screen in compound mixtures; inhibition, % at 3.6 µM; hit rate 0.03% among 160,000; in the data active means inhibition mostly above about 34%, no sharp cut-off; further: some results filed as inactive read as strong as hits
# Target sequence (P9WH09 whole entry, looked up): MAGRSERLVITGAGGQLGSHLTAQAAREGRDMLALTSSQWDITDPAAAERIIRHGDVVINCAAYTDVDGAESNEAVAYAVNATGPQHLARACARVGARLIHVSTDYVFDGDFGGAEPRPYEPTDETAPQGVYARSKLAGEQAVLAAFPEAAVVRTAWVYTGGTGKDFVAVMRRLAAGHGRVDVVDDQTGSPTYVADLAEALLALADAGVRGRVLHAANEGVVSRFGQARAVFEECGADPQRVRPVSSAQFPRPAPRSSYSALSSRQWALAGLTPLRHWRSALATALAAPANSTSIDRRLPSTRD
# Target sequence (P9WH11 whole entry, looked up): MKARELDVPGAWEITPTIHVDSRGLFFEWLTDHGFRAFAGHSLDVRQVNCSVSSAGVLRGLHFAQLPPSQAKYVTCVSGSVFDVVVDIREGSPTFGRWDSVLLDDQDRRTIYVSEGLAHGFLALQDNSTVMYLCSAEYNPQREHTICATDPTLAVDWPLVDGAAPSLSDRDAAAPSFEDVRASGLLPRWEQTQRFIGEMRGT
# Active calls of the source: *; nt = not tested or not shown.
# Values run as follows: GlmU inhibition | RmlCD inh 1536
O=C(Nc1nonc1-c1ccc(Cl)cc1)c1ccccc1
 : -5.5% | -6
COc1ccccc1-c1cc(C(=O)N/N=C\c2cnn(C)c2C)c2ccccc2n1
 : 0.6% | nt
O=C(CNc1cc(S(=O)(=O)N2CCOCC2)ccc1N1CCCC1)N1CCc2ccccc21
 : -3.6% | -11
COc1ccc2[nH]c(C)c(C(=O)CN3CC(C)OC(C)C3)c2c1 (stereo not drawn)
 : nt | 19
CC(C)c1ccc(NC(=O)Cn2cccc2C2=NC(c3ccccc3)CO2)cc1 (stereo not drawn)
 : -1.1% | -14
CC1=C(C(=O)Nc2ccccc2)C(c2ccco2)n2ncnc2N1 (stereo not drawn)
 : 3.7% | 4
COc1ccc(N/C(C)=C/C(=S)Nc2ccccc2)cc1
 : -3.9% | 11
COC(=O)CSc1nc(-c2ccccc2)c2c(c1C#N)CCCC2
 : -4.7% | nt
CCCCCN(C(=O)COC(=O)c1ccc(Br)o1)c1c(N)n(CCCC)c(=O)[nH]c1=O
 : nt | -9
CC(NC(=O)CCCn1cc([N+](=O)[O-])cn1)c1ccccc1 (stereo not drawn)
 : -7.1% | -4
COc1ccc(CNc2ccc(-c3ccccc3OC)nn2)cc1
 : 1.1% | 4
Cn1c(=O)c2c(nc(CN3CCOCC3)n2CCc2ccccc2)n(C)c1=O
 : -0.8% | nt
CCOC(=O)C1(C)NC(c2ccc(OC)c(OC)c2)C2C(=O)N(CC)C(=O)C21 (stereo not drawn)
 : 4.5% | -12
Nc1c(Cl)ncnc1N/N=C/c1ccc(O)cc1
 : 2.1% | 3
CCCc1cc(=O)n2[nH]c(NCc3ccccc3Cl)nc2n1
 : 3.0% | 47

# The last two entries of the part before come first, to join the parts:
# Values run as follows: GlmU inhibition | RmlCD inh 1536
Nc1c(Cl)ncnc1N/N=C/c1ccc(O)cc1
 : 2.1% | 3
CCCc1cc(=O)n2[nH]c(NCc3ccccc3Cl)nc2n1
 : 3.0% | 47
CC(C)Cc1cc(C(=O)N2N=C(C(F)F)CC2(O)C(F)F)c2ccccc2n1 (stereo not drawn)
 : -1.9% | nt
Cc1cc(C)[n+](-c2ccc(F)cc2)c2[nH]c(=O)[nH]c(=O)c12
 : -1.4% | -6
O=S1(=O)Cc2cc3ccccc3cc2C1
 : 6.0% | nt
CC(C)CCOP(=O)(c1ccc(N(C)C)cc1)C(O)c1ccccc1F (stereo not drawn)
 : -0.5% | -6
COCCn1c(SCC(N)=O)nc2c(c1=O)SC(C)C2 (stereo not drawn)
 : 7.9% | nt
Cc1nn(C)cc1C1C2=C(CC(C)(C)CC2=O)OC2=C1C(=O)CC(C)(C)C2
 : -2.3% | nt
COc1cccc(C2CC(c3ccccc3Cl)Nc3nc(N)nn32)c1 (stereo not drawn)
 : 1.8% | nt
COCCN=c1scc(C)n1/N=C/C1CC2C=CC1C2 (stereo not drawn)
 : -3.6% | 4
Cc1ccccc1OCC(=O)Nc1ccc2c(c1)n(C)c(=O)n2C
 : 0.3% | nt
Cc1cc(C(=O)Nc2ncn(Cc3ccc(F)cc3)n2)ccc1[N+](=O)[O-]
 : -6.4% | nt
COc1ccc2cc(C#N)c(N3CCN(C(=O)c4ccccc4C)CC3)nc2c1
 : 1.5% | -10
COc1cc2cc(C(=O)Nc3ccccc3)c(N)nc2cc1OC
 : -0.8% | -3
CC(C)=CC[N+]1(C)CCCCC1
 : 0.6% | 1
COc1ccc(NC(=O)/C=C/c2cc(OC)c(OC)c(OC)c2)cn1
 : 1.4% | -9
CCOC(=O)c1[nH]cnc1C(=O)Nc1ccncc1
 : -1.6% | 12

# Continued:
# Values run as follows: GlmU inhibition | RmlCD inh 1536
CCOC(=O)C1CCCN(C(=O)COC(=O)c2cc(=O)c3ccccc3o2)C1 (stereo not drawn)
 : -3.4% | 2
Cc1c([N+](=O)[O-])nnn1-c1cc(Cl)cc(Cl)c1
 : -1.3% | -4
CC(=O)c1ccc(NC(=O)CSc2ccc(-c3ccc4c(c3)OCO4)nn2)cc1
 : 0.2% | 2
N=C1C(c2nc3ccccc3s2)=C(O)CN1NC(=O)c1ccccc1[N+](=O)[O-]
 : -3.6% | nt
CC1=C([N+](=O)[O-])C(c2ccccc2)C2=C(N1)c1ccccc1C2=O (stereo not drawn)
 : 0.2% | -6
Cc1cccc(C(=O)NCCN2CCOCC2)c1[N+](=O)[O-]
 : 1.9% | 3
O=C(O)C1=C[C@H](c2ccc(Br)cc2)C[C@H](OCc2ccc(CO)cc2)O1
 : 0.9% | nt
COc1ccc2nc(NC(=O)Nc3cccc4ccccc34)sc2c1
 : -1.3% | 0
COC(=O)c1ccc(COc2ccc3c(C)c(C)c(=O)oc3c2)o1
 : 2.4% | -2
COC(=O)Nc1nc(C)c(C(=O)c2ccccc2)s1
 : 2.2% | nt
Cc1ccc(Cl)cc1N1CCN(C(=O)COc2ccc(S(=O)(=O)NC(C)C)cc2)CC1
 : 2.3% | nt
CN1CCN(c2nc3ccccc3o2)CC1
 : -0.9% | nt
CC1CCN(C(=O)CSc2nncn2C)CC1
 : -7.3% | -7
CCS(=O)(=O)N1CCN(c2nc(-c3ccccc3)cs2)CC1
 : -0.6% | -1
CC(=O)CC1(O)C(=O)N(Cc2ccccc2)c2ccccc21 (stereo not drawn)
 : 1.5% | 35

# Additional results.
# Values run as follows: GlmU inhibition | RmlCD inh 1536
O=C1CCC/C1=C/Nc1cccc(F)c1
 : -1.8% | -6
COC(=O)CCc1c(C)c(C(=O)c2cc(F)c(F)c(F)c2F)c2ccccn12
 : -4.0% | 15
CC(C)OCC(O)Cn1c(N2CCCC2)nc2c1c(=O)[nH]c(=O)n2C (stereo not drawn)
 : -4.3% | -2
Cc1ccc(C(C)C)cc1NC(=O)Nc1ccc([N+](=O)[O-])cc1
 : -2.4% | -9
CC(=O)N1CCn2c3c(c4cc(C)ccc42)CCCC31 (stereo not drawn)
 : 1.7% | -6
Cc1ccnc(SCc2cc(=O)c(OC(=O)c3ccc(S(=O)(=O)N(C)C)cc3)co2)n1
 : -6.7% | -3
COc1ccc(-n2ncc(S(=O)(=O)c3ccccc3)c2-c2ccc(Cl)cc2)cc1
 : -1.1% | 9
Cc1cccc(-n2c(SCc3cc(=O)n4ccsc4n3)nc3ccccc3c2=O)c1
 : 1.1% | -1
CCN(C(=O)c1coc(=O)c(Br)c1)c1ccc2c(c1)OCO2
 : -5.3% | -5
Cc1nc(Nc2ccc3c(c2)OCO3)c2oc3ccccc3c2n1
 : 3.0% | nt
Cc1cccc(NC(=O)/C(C#N)=C\c2cc(C)n(-c3ccc(C(=O)O)cc3)c2C)c1
 : -1.6% | -1
Cc1ccc(NC(=O)c2cccs2)cc1NC(=O)c1cccnc1
 : 0.2% | 4
CCn1c(C(=O)N2CCc3ccccc3C2)cc2sccc21
 : 2.2% | -8
Cc1nc(NC(=O)CSc2nc3cccnc3n2C2CCCCC2)sc1C
 : -9.7% | 1
O=C1CCC(C(=O)Nc2ccc(OC(F)F)cc2)N1 (stereo not drawn)
 : 2.7% | 14

# The list goes on.
# Values run as follows: GlmU inhibition | RmlCD inh 1536
O=[N+]([O-])c1cccc(-c2nc(Oc3ccc(Cl)cc3)c3ccccc3n2)c1
 : 3.3% | -10
C=CCNC(=O)c1ccccc1NC(=O)c1ccccc1C
 : 0.4% | nt
Cc1cc(NC(=O)c2cc3nc(C4CC4)cc(C(F)(F)F)n3n2)no1
 : -1.6% | 4
CC(C)Sc1nc2ccccc2c(=O)[nH]1
 : 5.0% | -8
O=C(C/C=N\OCc1ccc([N+](=O)[O-])cc1)Nc1ccc(Br)cc1
 : -0.3% | 6
O=C(CSc1nncc(=O)[nH]1)NCc1ccccc1
 : -5.9% | -19
COCCN(C(=S)Nc1cccc(Cl)c1C)C(C)c1ccco1 (stereo not drawn)
 : -3.5% | 9
Cc1cc2c(ncn2Cc2ccccc2)c(N)c1C
 : 0.1% | 34
Cc1ccc(N(C(=O)C2CCCC2)C2C=CS(=O)(=O)C2)cc1C (stereo not drawn)
 : 0.5% | 6
Cn1ccnc1P(=S)(c1nccn1C)N1CCOCC1
 : -2.7% | -10
CC(C)(C)n1nnc(CCc2nnn(C(C)(C)C)n2)n1
 : 8.1% | nt
COCCNC(=O)c1onc(CSc2ccc(C(C)C)cc2)c1C(=O)O
 : 1.5% | nt
Cc1ccc(S(=O)(=O)N2CCN(C(=O)Cc3ccccc3)CC2)cc1
 : 2.1% | -6
CC(C)(C)N=Cc1cc(-c2ccccc2)sc1O
 : -1.5% | nt
CC(C)(C)OC(=O)N[C@@H](Cc1ccccc1)c1nnc(SCC(=O)O)o1
 : -5.9% | 11

# Next structures
# Values run as follows: GlmU inhibition | RmlCD inh 1536
CC1Cn2c(nnc2-c2cccc(N)c2)S1 (stereo not drawn)
 : 2.0% | nt
CCOC(=O)C(CC)n1cnc2sc3c(c2c1=O)CCC3 (stereo not drawn)
 : 0.5% | -11
COCCCn1cn[nH]c1=S
 : -0.8% | 9
Cc1nc(C)c(CCNC(=O)c2cccc(Cl)c2)s1
 : -1.8% | -4
COc1ccc2nc(NC(=O)C3CCN(S(=O)(=O)c4cccnc4)CC3)sc2c1
 : 4.5% | -9
O=C(CSc1nnc(-c2ccc(Cl)cc2)n1CC1CCCO1)NC1CCS(=O)(=O)C1 (stereo not drawn)
 : -2.7% | -12
O=C1NC[C@H](c2ccccc2)N(CC2CCCCC2)C1=O
 : 3.0% | -9
CSc1ncc(Cl)c(C(=O)Nc2cccc(C)c2)n1
 : 5.7% | -10
O=C(COc1ccc(Cl)cc1Cl)NCCCN1CCOCC1
 : 7.0% | nt
Cc1onc(-c2ccccc2)c1C(=O)OCC(=O)Nc1ccc2c(c1)OCO2
 : 8.3% | nt
CN(C)/C=C(\C=O)c1ncc(C(F)(F)F)cc1Cl
 : 1.8% | -1
COC(=O)/C=C/c1cnc2ccccc2c1
 : -3.0% | 13
Cc1ccc(C(c2sc3ncnn3c2O)N2CCC(C)CC2)cc1 (stereo not drawn)
 : 3.1% | -3
Cc1ccc2nc3c(cc2c1)CC1(C(=O)N(C)C(=O)N(C)C1=O)C1COCCN31 (stereo not drawn)
 : -0.7% | 5
CCC(=O)Nc1nc2c(OC)ccc(C)c2s1
 : -0.8% | -6

# 5 of the compounds above, as tab-separated lines.
Structure	GlmU inhibition	RmlCD inh 1536
Cc1ccc(C(c2sc3ncnn3c2O)N2CCC(C)CC2)cc1 (stereo not drawn)	3.1%	-3
CN(C)/C=C(\C=O)c1ncc(C(F)(F)F)cc1Cl	1.8%	-1
O=C(CSc1nnc(-c2ccc(Cl)cc2)n1CC1CCCO1)NC1CCS(=O)(=O)C1 (stereo not drawn)	-2.7%	-12
Cc1onc(-c2ccccc2)c1C(=O)OCC(=O)Nc1ccc2c(c1)OCO2	8.3%	nt
CSc1ncc(Cl)c(C(=O)Nc2cccc(C)c2)n1	5.7%	-10

# Further structures follow.
# Values run as follows: GlmU inhibition | RmlCD inh 1536
COC(=O)c1cn(NC(=O)c2ccc(OC)c(OC)c2)c(=O)c2ccccc12
 : 0.2% | nt
CCOc1cc(/C=C2/SC(=S)N(CC(=O)O)C2=O)ccc1OC(=O)c1cccs1
 : -6.2% | nt
COc1cccc(-n2c(SCC(=O)N3c4ccccc4CC3C)nnc2-c2ccco2)c1 (stereo not drawn)
 : -3.3% | nt
COc1ccc(NC(=O)Nc2ccc(Br)cn2)cc1
 : 0.7% | 8
CC(=O)Oc1ccc2ccccc2c1C(NC(=O)C(C)C)c1cccc([N+](=O)[O-])c1 (stereo not drawn)
 : 1.5% | 5
C=CCn1c(SCC(=O)NCC2CCCO2)nnc1C1CCCCC1 (stereo not drawn)
 : 1.7% | nt
CC(=O)Nc1ccc(OC(=O)COc2ccc(Br)cc2)cc1
 : 7.0% | -11
Cn1c(=O)c2c(nc(N/N=C/c3cccnc3)n2Cc2ccccc2)n(C)c1=O
 : 2.3% | -10
Cc1ccc(OCC(=O)Nc2ccc(N3CCCC3)cc2)cc1C
 : -0.3% | nt
Cn1c(N)c(C(=O)CSc2nc3ccccc3c(=O)n2Cc2ccccc2)c(=O)n(C)c1=O
 : -1.8% | -16
COc1ccc(CN2CCN(C(=O)Cc3ccccc3)CC2)c(OC)c1
 : 9.1% | nt
COc1cc([N+](=O)[O-])ccc1-c1ccc(C(=O)Nc2ccc(NC(C)=O)cc2)o1
 : -0.9% | 16
CC[n+]1c(/C=C2/C=C(C)CC(C)C2)sc2ccccc21 (stereo not drawn)
 : -1.4% | -6
COC(=O)C(Cc1c[nH]c2ccccc12)NC(C)=O (stereo not drawn)
 : 5.6% | nt
O=C(Nc1ccc(N2CCOCC2)cc1)c1c(F)cccc1Cl
 : 1.1% | -11

# The listing continues:
# Values run as follows: GlmU inhibition | RmlCD inh 1536
CC1CCC(C(C)C)C(OP(N)(=O)c2ccccc2)C1 (stereo not drawn)
 : 0.8% | 6
Cc1cc(C(=O)CSc2n[nH]c(-c3ccccc3F)n2)c(C)n1Cc1cccs1
 : 2.1% | -9
CCOC(=O)N1CCC(=NNc2ccc(S(=O)(=O)N3CCOCC3)cc2[N+](=O)[O-])CC1
 : 3.1% | 4
Cc1cccc(N2CCN(S(=O)(=O)c3c(C)[nH]c(=O)[nH]c3=O)CC2)c1C
 : -5.2% | nt
OCCCn1c(C2CCCN2c2nc(-c3ccc(F)cc3)cs2)nc2cc(Cl)c(N3CCCCC3)cc21 (stereo not drawn)
 : -0.8% | nt
COc1cccc(-n2c(Cc3cc(=O)[nH]c(=O)[nH]3)nnc2SCc2cccc(C(F)(F)F)c2)c1
 : 2.3% | 47
COC(=O)c1ccc(NC(=O)COc2ccc(S(=O)(=O)NC(C)(C)C)cc2)cc1
 : 3.4% | 4
CC(=O)c1ccc(-c2ccc([C@H]3[C@H]4C=CC[C@@H](C)[C@@H]4C(=O)N3Cc3ccccc3)c(F)c2)cc1
 : -0.7% | nt

# Profiles from above. Order of values: GlmU inhibition, RmlCD inh 1536
# `CCOC(=O)N1CCC(=NNc2ccc(S(=O)(=O)N3CCOCC3)cc2[N+](=O)[O-])CC1` is entered as 3.1%, 4
# `COc1cccc(-n2c(Cc3cc(=O)[nH]c(=O)[nH]3)nnc2SCc2cccc(C(F)(F)F)c2)c1` is entered as 2.3%, 47

# Some of the compounds tested. The share of hits here may be higher or lower than overall.
